Screening results: PubChem BioAssay, several laboratories
m-calpain inh = calpain II (pig) inhibition; purified calpain II, fluorogenic peptide substrate, 30 min; inhibition, % at 16 µM; actives 0.37% (n = 220,000);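 active means inhibition above about 50%, limit read from the data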
Furin inhibitor = inhibitors of human furin; P09958; purified furin, fluorogenic substrate cleavage; inhibition, % at 30 µM; actives 0.061% (n = 220,000); AID 463115; in the data active means inhibition above about 25%; further: inactives centre near -15
Target sequence (P09958 108-714 limits assumed): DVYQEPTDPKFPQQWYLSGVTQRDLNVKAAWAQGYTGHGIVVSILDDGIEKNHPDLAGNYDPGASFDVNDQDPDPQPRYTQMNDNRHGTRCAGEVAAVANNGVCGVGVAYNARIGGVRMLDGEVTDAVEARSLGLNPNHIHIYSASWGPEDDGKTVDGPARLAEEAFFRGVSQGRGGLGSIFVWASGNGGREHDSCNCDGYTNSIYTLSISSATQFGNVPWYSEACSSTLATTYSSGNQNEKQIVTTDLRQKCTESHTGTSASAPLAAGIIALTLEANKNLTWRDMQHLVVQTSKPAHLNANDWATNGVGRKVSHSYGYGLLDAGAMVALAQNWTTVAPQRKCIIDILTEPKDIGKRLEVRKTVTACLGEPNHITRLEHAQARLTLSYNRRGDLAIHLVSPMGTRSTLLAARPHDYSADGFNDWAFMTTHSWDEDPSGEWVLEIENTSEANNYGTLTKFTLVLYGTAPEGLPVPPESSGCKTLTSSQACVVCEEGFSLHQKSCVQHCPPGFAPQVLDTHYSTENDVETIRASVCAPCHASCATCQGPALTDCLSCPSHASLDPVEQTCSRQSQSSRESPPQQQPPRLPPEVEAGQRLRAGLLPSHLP
Tb hexokinase = blocks Trypanosoma brucei hexokinase 1 activity; actives 0.11% (n = 220,000); recombinant TbHK1, G6PDH-coupled NADH A340; inhibition, % at 10 µM; AID 1430;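 active means inhibition of 50% or more in the single-dose primary screen; inactive means inhibition below 50%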
KCC2 mod = modulates chloride dependent transport by human KCC2; actives 2.2% (n = 190,000); B-score of Tl+ flux slope (higher = more flux/activation; lower = inhibition) at 10 µM; KCC2 cells, thallium flux FluoZin-2 fluorescence; AID 1456;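 active means thallium flux slope and its plate-corrected score both differing from the plate sample mean at a set confidence after two filtering rounds, in either direction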;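 further: slope of fluorescence scaled to starting intensity during 10 to 20 s after thallium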
Thrombin inh = thrombin (human) inhibition | actives 0.26% (n = 220,000) | AID 1046 | inhibition, % at 5 µM | alpha-thrombin, Boc-VPR-AMC fluorogenic substrate cleavage | P00734;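 active means inhibition at or above 40%; inactive means inhibition below 40%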;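 further: 0% = enzyme with no compound and 100% = wells without enzyme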
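System – human alpha-thrombin · Medium – pH 7.5 Tris (50 mM) with NaCl 150 mM, Tween 20 0.05% · Compound – single-point dosing at 5 µM, 0.2% DMSO · Incubation – enzyme reaction carried out at room temperature · Technique – fluorescence of released AMC, ex 355 nm, em 460 nm · Read-out basis – % inhibition of thrombin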
zfTRPN1 agonist = activates the zebrafish TRPN1 channel. HEK293 zebrafish TRPN1-YFP, Fluo-8 calcium fluorescence; 100% = response to 87 µM carbachol. activation, % at 3 µM. actives 0.18% (n = 220,000). AID 1424;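 active means activation above its plate's cutoff, the mean activation of test wells on that plate plus 3 SD, cut at about 19% in these data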;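 further: 0% = DMSO alone and 100% = 87 µM carbachol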
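Assay system: Zebrafish TRPN1-YFP in HEK293 cells | Incubation: Dye loading 1 h at 37 °C, then 30 min room temperature | Measured by: Kinetic Fluo-8 fluorescence, ex 470-495, em 515-575 nm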
PPC-1+TRAIL kill = PPC-1 cancer cell killing with TRAIL present. PPC-1 cells + TRAIL, ATPLite viability luminescence. actives 0.41% (n = 220,000). cell killing (% activity), % at 4 µM;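 active means cell killing above 50% in the first pass at 4 µM, then a duplicate retest at 5 µM averaging 50% or more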;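 further: plate controls were cells with TRAIL plus DMSO for no effect and medium-only wells lacking cells for full effect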
TRPML3 ag = human mucolipin-3 channel agonism. HEK293 TRPML3-YFP, Fluo-8 calcium fluorescence; 100% = the carbachol control signal. activation, % at 3 µM. actives 0.29% (n = 220,000);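 active means activation above its plate's cutoff, the mean activation of the plate's test wells plus 3 SD, cut at about 12% in these data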;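 further: 0% = DMSO only wells and 100% = carbachol wells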
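Test system: HEK293 cells stably carrying human TRPML3-YFP; Doses: single dose, 3 µM final nominal compound, 0.3% DMSO final; Schedule: dye loading 1 h 37 °C then 30 min ambient, 125 s read; Technique: Fluo-8 calcium fluorescence; Benchmarks: high control carbachol 87 µM, low control DMSO.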
EBV gp42 inh = EBV gp42 inhibition; Q1HVG2; Fluorescence polarization binding assay, mP read-out; inhibition, % (tested at 21.74 µM); actives 0.42% (n = 220,000); AID 1085; in the data active means inhibition above about 50%
Target sequence (Q1HVG2 whole entry, looked up): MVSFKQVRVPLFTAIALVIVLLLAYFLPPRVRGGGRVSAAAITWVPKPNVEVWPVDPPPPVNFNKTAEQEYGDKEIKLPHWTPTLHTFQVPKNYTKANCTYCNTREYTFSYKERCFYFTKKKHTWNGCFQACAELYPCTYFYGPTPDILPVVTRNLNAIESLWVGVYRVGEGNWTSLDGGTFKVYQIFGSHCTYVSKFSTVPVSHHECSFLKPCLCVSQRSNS
Numbers without * were called inactive; i = inactive; nt = no result given; [ ] = another dose, or the depositor's remark. Hits appear at their usual frequency (roughly 3.6% active in at least one column).

SMILES | m-calpain inh | Furin inhibitor | Tb hexokinase | KCC2 mod | Thrombin inh | zfTRPN1 agonist | PPC-1+TRAIL kill | TRPML3 ag | EBV gp42 inh
NC(=O)CSc1ncnc2c1oc1ccccc12 | 17 | -33 | -17 | 0.26 | 15 | 0.4 | 12 | -0.2 | 3
CCOC(=O)N1CCN(C(c2ccc(C)cc2)c2sc3nc(C)nn3c2O)CC1 (stereo not drawn) | -1 | -35 | -5 | 0.1 | -4 | nt | 8 | nt | -14
N#Cc1cn(CC(=O)N2CCCC2)c2ccccc12 | -21 | -25[20 µM] | 3 | nt | -6 | 0.0 | 3 | 0.7 | -5
O=C(NCc1cccs1)N[C@@H](Cc1ccccc1)C(=O)O | 8 | -20 | -1 | 0.13 | 4 | 0.8 | 6 | 0.1 | -6
COc1cc2c(cc1OC)C(C)=NC1(CCCCC1)C2 | -335 | -137 | -21 | 0.65 | 3 | 1.7 | 10 | 0.9 | -7
Cc1ccc(S(=O)(=O)NNC(=O)c2ccccc2O)cc1 | -16 | -26 | 5 | -0.21 | -5 | 0.5 | 16 | 0.1 | -8
C=CCNC(=O)/C(C#N)=C/c1ccccc1[N+](=O)[O-] | 15 | -9 | -9 | 0.37 | -15 | 0.4 | 3 | 1.1 | 22
CSc1ccccc1NC(=O)COc1ccc(Cl)cc1 | 18 | -23 | 1 | 0.75 | -1 | -3.0 | -9 | -0.4 | 0
O=C(Nc1ccc2c(c1)OCCO2)C1CCN(C(=O)c2ccc(F)cc2)CC1 | 3 | -24[20 µM] | 1 | nt | -5 | 0.3 | 22 | -0.8 | -8
COc1ccc(CC(=O)Nc2c3c(nn2-c2cccc(Cl)c2)CS(=O)(=O)C3)cc1 | -19 | -15[20 µM] | -3 | -0.31 | -2 | -2.0 | 27 | -0.9 | -6
COc1ccc2cc(Br)ccc2c1CC(=O)NCC1CCCO1 (stereo not drawn) | 6 | -17 | -4 | -1.7 | 6 | 1.6 | 8 | 2.1 | 0
COc1cc(/C=C/C(=O)O)cc(S(=O)(=O)NCCO)c1OC | 3 | -11 | -8 | -0.73 | -6 | 3.6 | 3 | 1.2 | -76
O=C(c1ccc(S(=O)(=O)c2cccc(Cl)c2)c([N+](=O)[O-])c1)N1CCN(Cc2ccccc2)CC1 | -23 | -25 | -19 | -3 | 0 | 3.8 | 41 | 2.9 | 2
C/C=C/C(=O)OCC(=O)Nc1ccc(OC)c(OC)c1 | 2 | -23 | -3 | -0.61 | -5 | -0.8 | 21 | 0.6 | -13
O=P(COCCCCCOCP(=O)(c1ccccc1)c1ccccc1)(c1ccccc1)c1ccccc1 | 29 | -5 | 8 | -2.8 | 2 | -1.0 | nt | -0.7 | 12
CCN(CC)CCCNC(=O)c1ccc2c(Cl)c3c(nc2c1)CCCC3 | -25 | -22 | 4 | 0.78 | 11 | -0.9 | 28 | 0.8 | -16
Cc1ccc(SC(C)C(=O)NCC(C)C)cc1 (stereo not drawn) | 16 | -24[20 µM] | 5 | -0.24 | -3 | -0.2 | 23 | 0.6 | 3
Cc1cc(C(=O)N/N=C/c2c(C)[nH]c3ccccc23)n[nH]1 | -13 | -8 | -72 | -1.3 | -3 | 1.8 | -11 | 0.5 | 3
Nc1nncn1C(=O)CCCOc1ccccc1 | 22 | -21[20 µM] | 2 | -0.14 | 23 | -0.8 | 15 | -0.6 | -18
CCC(=O)Nc1ccc(C(=O)Nc2cc(C)on2)cc1 | -7 | -21[20 µM] | -3 | 0.11 | 3 | -0.4 | 13 | 0.4 | -17
c1ccc(-n2cnc3cc(NCc4cccs4)ccc32)cc1 | -42 | -20[20 µM] | 3 | -1.9 | 0 | -0.9 | 16 | -0.9 | 11
CC(=O)N1N=C(c2ccc(C)cc2)OC1c1ccc(Br)cc1 (stereo not drawn) | 1 | -27 | -1 | 0.61 | 1 | -1.6 | 6 | -0.1 | -20
COc1ccc(CSc2cccc3cccnc23)cc1[N+](=O)[O-] | 3 | -17 | -6 | -1.4 | -1 | 0.1 | 10 | -0.8 | -8
Cc1ccc(NC(=O)COC(=O)CN2C(=O)C3CCCCC3C2=O)cc1S(=O)(=O)N1CCOCC1 (stereo not drawn) | 8 | -11 | -1 | 0.52 | 0 | 1.6 | 25 | 1.5 | -6
O=C1NC(Cc2c[nH]c3ccccc23)C(=O)N1Cc1cccc2ccccc12 (stereo not drawn) | 9 | -9 | -2 | 0.24 | -3 | 0.8 | 2 | 0.2 | -5
CNC(=O)c1sc(-c2cccs2)nc1C | -15 | -15 | -18 | 0.062 | -12 | -1.4 | 10 | 0.2 | -5
O=C(c1cn(-c2ccccc2)nc1-c1cccnc1)N1CCCCC1 | -14 | -13 | -4 | nt | 2 | 1.3 | -9 | 0.3 | -14
COc1ccc(NC(=O)NCCC2=CCCCC2)cc1 | 2 | -21 | 1 | -0.014 | -3 | -0.7 | 13 | -0.1 | -17
Cc1cc(C)nc(NC(=O)CSc2nc3ccccc3o2)n1 | 20 | -17[20 µM] | 1 | nt | -4 | -0.7 | -1 | 0.8 | 21
CCN(CC)C(=O)CSc1nnc(-c2ccccn2)n1Cc1ccccc1 | 5 | -23 | 8 | nt | -7 | 0.6 | 13 | -0.3 | -7

5 entries already listed, ordered by number of heavy atoms, largest number first:
SMILES | m-calpain inh | Furin inhibitor | Tb hexokinase | KCC2 mod | Thrombin inh | zfTRPN1 agonist | PPC-1+TRAIL kill | TRPML3 ag | EBV gp42 inh
CCN(CC)C(=O)CSc1nnc(-c2ccccn2)n1Cc1ccccc1 | 5 | -23 | 8 | nt | -7 | 0.6 | 13 | -0.3 | -7
COc1ccc(CSc2cccc3cccnc23)cc1[N+](=O)[O-] | 3 | -17 | -6 | -1.4 | -1 | 0.1 | 10 | -0.8 | -8
O=C(NCc1cccs1)N[C@@H](Cc1ccccc1)C(=O)O | 8 | -20 | -1 | 0.13 | 4 | 0.8 | 6 | 0.1 | -6
COc1ccc(NC(=O)NCCC2=CCCCC2)cc1 | 2 | -21 | 1 | -0.014 | -3 | -0.7 | 13 | -0.1 | -17
Cc1ccc(SC(C)C(=O)NCC(C)C)cc1 (stereo not drawn) | 16 | -24[20 µM] | 5 | -0.24 | -3 | -0.2 | 23 | 0.6 | 3

The results go on:
SMILES | m-calpain inh | Furin inhibitor | Tb hexokinase | KCC2 mod | Thrombin inh | zfTRPN1 agonist | PPC-1+TRAIL kill | TRPML3 ag | EBV gp42 inh
CC(=O)c1c(C)[nH]c(C(=O)OCC(=O)Nc2cc(C(F)(F)F)ccc2N2CCOCC2)c1C | -16 | -7 | -8 | nt | -9 | 0.6 | 12 | 0.3 | -6
CCOc1ccc(N(CC(=O)NC2CCCC(C)C2C)S(=O)(=O)c2c(C)noc2C)cc1 (stereo not drawn) | 5 | -33 | 0 | 0.65 | 17 | -2.2 | 19 | 0.3 | -5
CC(C)CNC(=O)COC(=O)c1cc(Cl)cc(Cl)c1N | i | -15[20 µM] | -9 | 0.16 | -2 | -0.6 | -12 | -0.5 | -17
COc1ccc(C(=O)Nc2oc(-c3ccccc3)c(-c3ccccc3)c2C#N)cc1 | -149 | -27[20 µM] | -1 | 0.13 | -6 | -0.1 | 3 | -0.2 | -11
COc1ccc(-c2cc(C(=O)NCc3cccs3)no2)cc1 | -5 | -14 | -38 | 0.63 | 1 | 0.9 | 9 | 0.8 | -6
O=C(CCNc1n[nH]c(=O)[nH]c1=O)N1CCCCC1 | -15 | -21 | -4 | 0.31 | 1 | 1.9 | 15 | 1.1 | 4
O=C(O)C1Cc2ccccc2CN1S(=O)(=O)c1ccccc1 (stereo not drawn) | 10 | -21 | 2 | nt | -6 | 0.4 | -4 | 0.1 | -19
Cc1ccc2c(c1)C1(C)C(C(C)(C)N2C=O)C1(Cl)Cl (stereo not drawn) | 14 | -4 | 1 | -1.6 | 1 | -1.5 | 12 | 0.1 | -8
O=C(COc1ccc(Cl)cc1)NCc1nnc(SCC(=O)c2ccccc2)o1 | -9 | -4[20 µM] | -2 | 0.63 | 3 | -0.6 | 18 | 0.2 | -16
COC(=O)c1ccc(Cn2nc(C)c([N+](=O)[O-])c2C)o1 | -7 | -9 | -4 | -0.31 | -5 | 1.3 | 8 | 0.5 | -17
COc1cccc(NC(=O)CSc2nc3ccccc3n2C)c1 | 20 | -20 | -3 | -1.5 | -4 | -1.6 | -4 | -0.5 | -10
COc1ccc(CC(=O)NNC(=O)Cc2ccc(OC)cc2)cc1 | 13 | -31 | -2 | -0.46 | -10 | 0.4 | 10 | 0.8 | -3
CC(C)(C)OC(=O)NCCCC[C@H](NC(=O)c1[nH]cnc1C(=O)Nc1ccccc1)C(=O)OC(C)(C)C | 26 | -24 | -7 | nt | 0 | nt | 3 | nt | 1
CC(c1ccco1)N(Cc1ccco1)C(=O)Nc1ccccc1 (stereo not drawn) | -13 | -8[20 µM] | -2 | nt | 2 | -0.6 | 24 | 0.2 | -17
O=C(O)/C=C/C(=O)Nc1ccc(Oc2ncnc3cc(Cl)ccc23)nc1 | 5 | -12 | -5 | 0.27 | -5 | 0.7 | 2 | 0.3 | -22
O=C(NC1CCCCC1)C(c1ccccn1)N(C(=O)Cc1cccs1)c1ccc(Cl)cc1 (stereo not drawn) | 9 | -9[20 µM] | 7 | -0.17 | -5 | 0.0 | -3 | 0.5 | -5
CCOC(=O)/C(C)=N/NC(=O)c1ccc([N+](=O)[O-])cc1 | 9 | -21 | -8 | 23* | -3 | 0.7 | 0 | 0.5 | -1
COc1cc(/C=N/NC(=O)CCN2CCN(C(c3ccccc3)c3ccccc3)CC2)ccc1O | -66 | -12 | -20 | 0.15 | -9 | -2.3 | 2 | -0.3 | 1
N#Cc1c(Nc2ccccc2)sc(C(=O)c2ccc(F)cc2)c1N | 17 | -15 | 21 | 0.48 | -4 | -2.7 | 17 | -1.4 | 2
